# Growth percent in the NCI-60 one-dose screen (48 h, 10 µM unless noted): 100 = growth as untreated, 0 = no growth, -100 = all killed.
# A498 – A498 renal cancer cells | 76,000 compounds, 5.4% hits | AID 1794774
# RXF 393 – RXF 393 renal cancer cells; 77,000 compounds, 6.9% hits; AID 1794773
# ACHN – ACHN renal cancer. 81,000 compounds, 4.9% hits. AID 1794771
# OVCAR-3 – OVCAR-3 ovarian cancer; 79,000 compounds, 7% hits
# OVCAR-8 – OVCAR-8 ovarian cancer; 81,000 compounds, 4.4% hits
# TK-10 – TK-10 renal cancer cells; 81,000 compounds, 3.9% hits; AID 1794769
# CAKI-1 – CAKI-1 renal cancer; 75,000 compounds, 4.7% hits; AID 1794772
# OVCAR-5 – OVCAR-5 ovarian cancer; 82,000 compounds, 2.9% hits
# Starred values were filed as active, the others as inactive; . = not tested or not shown; & = joins results of further samples; ! = repeats disagree. Rule for the calls: active = growth percent below 10; inactive = the rest. Only part of the results is shown; the hit share may differ from the screen's.
# Values in the order: A498 | RXF 393 | ACHN | OVCAR-3 | OVCAR-8 | TK-10 | CAKI-1 | OVCAR-5
C=C1C(=O)O[C@H]2[C@H]1CC/C(COC(=O)c1ccc(C#N)cc1)=C\CC[C@@]1(C)O[C@@H]21
    100 | -48* | 0.8* | -11* | 1.0* | 40 | . | 35
O=C(O)c1c2cc(Br)ccc2nc2[nH]c(=O)[nH]c(=O)c12
    144 | 112 | 103 | 115 | 106 | 119 | 95 | 109
NC1=NCc2nc3ccccc3c(=O)n2C1
    110 | 91 | 100 | 101 | 102 | 106 | 93 | 86
N#CCc1nc2c3c4c(sc3ncn2n1)CCCC4
    90 | . | 98 | 97 | 93 | 73 | . | 84
CCOC(=O)CC(C(=O)OCC)C(=O)OCC
    . | 121 | 91 | 112 | 94 | 105 | . | 86
C=CCN=c1sc2c(n1NC(=O)c1cc3ccc1CCc1ccc(cc1)CC3)C(=O)c1ccccc1C2=O
    56 | -26* | -95* | -26* | 5.6* | 58 | 20 | -66*
Nc1sc2c(c1-c1nnc(-c3ccccc3)o1)CCCC2
    88 | 100 | 103 | 106 | 96 | 120 | . | 117
COc1ccc2oc(=O)cc(-c3sc(N4CCCCC4)nc3-c3ccccc3)c2c1
    102 | 121 | 96 | 103 | 101 | 110 | . | 98
CCOc1cc(NC(=O)Nc2ccc(Oc3ccnc(C(=O)NC)c3)cc2F)ccc1Cl
    56 | 100 | 65 | 67 | 75 | 88 | 89 | 83
Cc1cc(-c2ccccc2)cc(=O)[nH]1
    . | 98 | 95 | 104 | 115 | 93 | 92 | 92
NC(=O)c1cn2c3c(cccc3c1=O)C(=O)CC2
    103 | 105 | 100 | 120 | 98 | 90 | 99 | 92
O=C1Nc2c(sc3ccc(Cl)cc23)C(c2cccc(Br)c2)N1 (stereo not drawn)
    108 | 119 | 95 | 94 | 101 | 123 | 83 | 97
CCc1ccc(C(=O)NNC(=O)Cc2coc3cc(OC)ccc23)cc1
    110 | . | 96 | 100 | 102 | 132 | 98 | 104
Cn1cc(-c2nc(N)nnc2-c2c[nH]c3ccc(F)cc23)c2cc(Br)cnc21
    -31* | -4.5* | 12 | -33* | 0.2* | 26 | -11* | 15
Cc1ccc(S(=O)(=O)N(c2ccc(Cl)cc2)c2ccccc2C(=O)O)cc1
    93 | 107 | 99 | 117 | 103 | . | 87 | 102

# Part of the list above with just RXF 393, OVCAR-5 and A498:
canonical_smiles,RXF 393,OVCAR-5,A498
CCOC(=O)CC(C(=O)OCC)C(=O)OCC,121,86,.
C=CCN=c1sc2c(n1NC(=O)c1cc3ccc1CCc1ccc(cc1)CC3)C(=O)c1ccccc1C2=O,-26*,-66*,56
Nc1sc2c(c1-c1nnc(-c3ccccc3)o1)CCCC2,100,117,88
COc1ccc2oc(=O)cc(-c3sc(N4CCCCC4)nc3-c3ccccc3)c2c1,121,98,102

# Additional compounds
# Values in the order: A498 | RXF 393 | ACHN | OVCAR-3 | OVCAR-8 | TK-10 | CAKI-1 | OVCAR-5
CC/C(=N\N=C(/CC)c1cccs1)c1cccs1
    90 | 109 | 102 | 101 | 101 | 118 | 97 | 104
COc1cc(Cn2cc3c(c2)-c2onc(CO)c2CC3)cc(OC)c1
    102 | 112 | . | 103 | 96 | 93 | . | 99
Nc1[nH]nc2c1-c1nc3ccccc3n1C(N)N2 (stereo not drawn)
    103 | 114 | 93 | 103 | 101 | 119 | 83 | 101
Cn1c(=O)[nH]c(=O)c2nc3cc(-c4ccccc4)oc3nc21
    99 | 123 | 101 | 111 | 102 | 116 | 102 | 106
N#Cc1c(-c2ccccc2)nc(=S)[nH]c1Cl
    82 | 110 | 87 | 107 | 111 | 108 | 106 | 104
CC12CCC3C4(C)COC(c5cccs5)OC4CCC3(C)C1CC(C1=CCOC1=O)O2 (stereo not drawn)
    105 | 123 | 101 | 109 | 103 | 95 | 97 | 99
NC[C@@H]1CC[C@@H](N)[C@@H](O[C@H]2[C@H](O)[C@@H](O[C@H]3O[C@H](CO)[C@@H](O)[C@H](N)[C@H]3O)[C@H](N)C[C@@H]2N)O1
    126 | . | . | 130 | . | 104 | 100 | .
COc1cc([N+](=O)[O-])ccc1NC(=O)NCc1ccccc1
    96 | . | 111 | 98 | 97 | 93 | 106 | 100
Cc1cc(C(=O)NOCCO)c(Nc2ccc(I)cc2F)n(C)c1=O
    -14* | 27 | 64 | 106 | 68 | 48 | 41 | 20
COc1ccc(C2C3=C(COC3=O)N(CCO)c3cc4c(cc32)CCC4)cc1 (stereo not drawn)
    73 | 30 | 68 | 0.8* | 58 | 78 | 48 | 96
CCN(CC)c1ccc2cc(C(Nc3ccc(F)c(Cl)c3)c3nnnn3C(C)(C)C)c(=O)oc2c1 (stereo not drawn)
    87 | 83 | 102 | 101 | 95 | 95 | 81 | 98
CCOC(=O)C1C(=O)C=C(c2ccccc2)CC1c1ccccc1 (stereo not drawn)
    86 | . | 92 | 110 | 100 | 106 | 93 | 99
CN(C)CCC(=O)c1ccc2ccccc2c1
    165 | 106 | 97 | 125 | 112 | 100 | 98 | 102
O=C1Nc2ccc(Cl)cc2/C1=C/c1ccc(OCc2ccc(Br)cc2F)cc1
    4.8* | 1.5*! | 3.3*! | 0.5* | 5.3*! | 19&116 | 29&84 | 71&101
c1ccc(N=NC2=NN(c3ccccc3)CS2)cc1
    103 | 96 | 99 | 94 | 92 | 126 | 110 | 114

# Later entries
# Values in the order: A498 | RXF 393 | ACHN | OVCAR-3 | OVCAR-8 | TK-10 | CAKI-1 | OVCAR-5
Cc1cccc2c1C(Br)=C1CCCN3C(=O)c4ccccc4C123 (stereo not drawn)
    103 | . | 81 | 122 | 97 | 112 | 86 | 92
S=c1[nH]nc2ccc3ccccc3n12
    . | 103 | 97 | 107 | 95 | 92 | 72 | 106
c1ccc2c(N3CCCCC3)ncnc2c1
    106 | 105 | 82 | 97 | 94 | 91 | 91 | 100
O=C(O)c1ccccc1Oc1cc(-c2ccco2)nc(OCCn2ccnc2)n1
    103 | 122 | 101 | 94 | 96 | 98 | 90 | 104
COc1ccc(C2(O)CCCCC2)cc1
    87 | 103 | 115 | 116 | 107 | 113 | 100 | 111
COC(=O)c1nc(N)nc(C(=O)OC)c1C(=O)c1cccnc1
    105 | 99 | 111 | 111 | 105 | 105 | 97 | 110
O=c1oc2c(c(C(F)(F)F)nn2-c2ccccc2)c2ccccc12
    124 | 112 | 101 | 99 | 105 | 114 | 96 | 104
NC1N=C(SCC(=O)N2CCN(c3cc4c(cc3F)c(=O)c(C(=O)O)cn4C3CC3)CC2)NC(=O)/C1=C/c1ccc(Cl)cc1 (stereo not drawn)
    106 | 110 | 102 | 109 | 102 | 107 | 91 | 104
Oc1nc(NCCc2ccccc2)sc1/C=C1\C=Nc2ncccc21
    -7.6* | -20* | -12*! | 5.6* | 9.7*! | 34&19 | 37&55 | 38&18
CC1Cc2ccccc2N1C(=O)c1ccc(C(=O)c2ccccc2)cc1 (stereo not drawn)
    95 | . | 90 | 79 | 88 | 84 | 78 | 143
CCOC(CC)(OCC)OCC
    79 | 118 | 111 | 108 | 107 | 104 | 98 | 118
O=C1Nc2ccc(Cl)cc2C1(Cl)Cl
    108 | 114 | 100 | . | 100 | 135 | 85 | 108
O=C1c2ccccc2C(=O)N1CBr
    105 | 114 | 112 | 109 | 100 | 95 | 104 | 102
CC(C)(CN1CCCN(CC(C)(C)C(=O)O)C1=O)C(=O)O
    112 | 109 | 99 | 112 | 106 | 116 | 99 | 104
CC(=O)c1c([Si](C)(C)C)c2cc(C#N)ccn2c1C(=O)c1ccc(Br)cc1
    79 | 78 | 82 | . | 95 | 98 | 52 | 79

# Exported with each value named: entries from further up
S=c1[nH]nc2ccc3ccccc3n12
  A498: .
  RXF 393: 103
  ACHN: 97
  OVCAR-3: 107
  OVCAR-8: 95
  TK-10: 92
  CAKI-1: 72
  OVCAR-5: 106

c1ccc2c(N3CCCCC3)ncnc2c1
  A498: 106
  RXF 393: 105
  ACHN: 82
  OVCAR-3: 97
  OVCAR-8: 94
  TK-10: 91
  CAKI-1: 91
  OVCAR-5: 100

# Given as comma-separated lines: part of the list above
Structure,A498,RXF 393,ACHN,OVCAR-3,OVCAR-8,TK-10,CAKI-1,OVCAR-5
O=c1oc2c(c(C(F)(F)F)nn2-c2ccccc2)c2ccccc12,124,112,101,99,105,114,96,104
NC1N=C(SCC(=O)N2CCN(c3cc4c(cc3F)c(=O)c(C(=O)O)cn4C3CC3)CC2)NC(=O)/C1=C/c1ccc(Cl)cc1 (stereo not drawn),106,110,102,109,102,107,91,104
Oc1nc(NCCc2ccccc2)sc1/C=C1\C=Nc2ncccc21,-7.6*,-20*,-12*!,5.6*,9.7*!,34&19,37&55,38&18
CC1Cc2ccccc2N1C(=O)c1ccc(C(=O)c2ccccc2)cc1 (stereo not drawn),95,.,90,79,88,84,78,143
CCOC(CC)(OCC)OCC,79,118,111,108,107,104,98,118
O=C1Nc2ccc(Cl)cc2C1(Cl)Cl,108,114,100,.,100,135,85,108
O=C1c2ccccc2C(=O)N1CBr,105,114,112,109,100,95,104,102

# The list continues.
# Values in the order: A498 | RXF 393 | ACHN | OVCAR-3 | OVCAR-8 | TK-10 | CAKI-1 | OVCAR-5
COc1ccc2cc(/C=C3\N=C(c4cc(OC)c(OC)c(OC)c4)OC3=O)c(OC)nc2c1
    99 | 119 | 101 | 109 | 98 | 106 | . | 108
COC1C(CO)OC(n2cnc3c(=S)nc(N)[nH]c32)C1O (stereo not drawn)
    144 | . | 99 | 84 | 113 | 133 | . | 98
COc1cc(/C=C2\C(=O)N(CCCCn3c4ccccc4c(=O)c4ccccc43)c3ccccc32)cc(OC)c1O
    75 | 70 | 63 | 32 | 50 | 120 | 52 | 91
Nc1c2c(=O)n3c(nc2nn1-c1nc2ccc(Cl)cc2s1)-c1ccccc1Sc1ccccc1-3
    97 | 95 | 79 | 79 | 88 | 119 | 63 | 115
COc1cc(-c2cc(-c3ccc(Cl)cc3)nc(N3CCOCC3)c2C#N)cc(OC)c1OC
    87 | 72 | 66 | 98 | 79 | 71 | 46 | 27
O=S1(=O)c2ccccc2N(c2ccccc2)c2nc(COc3ccc(-c4nc5ccccc5s4)cc3)nn21
    112 | 92 | 98 | . | 100 | 117 | . | 107
O=c1oc(-c2ccc(Cl)cc2)nc2c(-c3ccc(Cl)cc3)nc3ccccc3c12
    . | 128 | 96 | 101 | 93 | 111 | 121 | 68
COc1ccc(C(Cc2ccccc2)C(=O)O)cc1OC (stereo not drawn)
    . | 108 | 97 | 102 | 101 | 96 | 94 | 92
C[C@H](Nc1nc(N2CCOc3ccccc32)nc2ccccc12)c1ccccc1
    140 | 71 | 72 | 87 | 89 | 106 | 60 | 93
Cc1c(C(N)=O)sc2c1c(=O)n(Cc1ccccc1)c1nnc(S(=O)(=O)Cc3ccccc3)n21
    77 | 62 | 99 | 101 | . | 101 | 110 | 102
O=C(O)CCCCCCCCCCN1C(=O)/C(=C/c2cnc(-c3ccccc3)s2)SC1=S
    100 | 116 | 70 | 102 | 61 | 150 | 62 | 109
Cc1ccc(S(=O)(=O)Oc2cc3oc(=O)c4c(c3cc2Cl)CCCCCC4)cc1
    85 | . | 101 | 102 | 98 | 110 | 74 | 104
COCC(N)=O
    97 | 108 | 102 | 106 | 108 | 102 | 104 | 101
Cc1ccccc1C(OCCN(C)C)c1ccccc1 (stereo not drawn)
    115&113 | 113&109 | 95&93 | 111&107 | 104&98 | 111&124 | 99&85 | 92&89
O=C(O)c1ccc(-n2cc(CNc3ccc(Cl)cc3)c(-c3ccc(F)c(F)c3)n2)cc1
    85 | . | 82 | 100 | 94 | 113 | 75 | 98

# Further structures
# Values in the order: A498 | RXF 393 | ACHN | OVCAR-3 | OVCAR-8 | TK-10 | CAKI-1 | OVCAR-5
CC(C)Cc1ccc(C(C)c2nnc(SCC(=O)N3N=C(c4ccc5ccccc5c4)CC3c3ccc(Cl)cc3)n2-c2ccccc2)cc1 (stereo not drawn)
    . | 100 | 89 | 78 | 86 | 68 | 90 | 109
CC(=O)O[C@H]1CC[C@@]2(C)[C@@H](CC[C@@H]3[C@@H]2CC(=O)[C@@]2(C)[C@H]3C[C@@H](C3CCCC3=O)[C@@H]2C(C)=O)C1 (stereo partly drawn)
    97 | 132 | 107 | 115 | 99 | 106 | 114 | 107
O=S(=O)(Nc1ncccn1)c1ccc(NCc2ccc(N=Cc3c(O)[nH]c4ccccc34)cc2)cc1
    111 | 103 | 83 | 112 | 99 | 143 | 52 | 111
COc1cccc(NC(=S)NC2CC(C)CC(C)(C)C2)c1 (stereo not drawn)
    . | 89 | 89 | 95 | 100 | 93 | 63 | 101
CCCCCCCCC(C)NCCO (stereo not drawn)
    . | 105 | 97 | 110 | 111 | 96 | 86 | 92
Cc1c(C(=O)NCCc2ccccc2)[n+](=O)c2cc(F)ccc2n1[O-]
    129 | . | 107 | 108 | 97 | 142 | 113 | 101
CCN(CC)CCSC1OC(=O)c2ccccc21 (stereo not drawn)
    102 | 112 | 103 | 109 | 99 | 101 | 100 | 100
Oc1ccc(-c2nc(N3CCOCC3)c3ccccc3n2)cc1
    . | 57 | 79 | 74 | 93 | 76 | 78 | 74
O=c1nc(-c2ccccc2)c2cc(-c3ccc(N4CCOCC4)cc3)ccc2[nH]1
    89 | 73 | 72 | 97 | 82 | 68 | 75 | 99
Nc1nc(N)c(N)c(=O)[nH]1
    87 | 94 | 104 | 120 | 113 | 96 | 93 | 101
Oc1cccc(O)c1O
    94 | . | 102 | 86 | . | 112 | . | 98
COc1ccc(NC(=S)NNc2ccc(-c3ccccc3)nn2)cc1
    90 | 123 | 104 | 106 | 103 | 119 | 86 | 113

# From PubChem BioAssay
